Screening data deposited in PubChem BioAssay by several laboratories.
TcdB GH inh = TcdB glycohydrolase inhibition; P18177; TcdB glycohydrolase enzymatic assay, plate reader; inhibition, % at 9.99 µM; actives 0.24% (n = 350,000); in the data active = inhibition above about 10%
Target sequence (P18177 whole entry, looked up): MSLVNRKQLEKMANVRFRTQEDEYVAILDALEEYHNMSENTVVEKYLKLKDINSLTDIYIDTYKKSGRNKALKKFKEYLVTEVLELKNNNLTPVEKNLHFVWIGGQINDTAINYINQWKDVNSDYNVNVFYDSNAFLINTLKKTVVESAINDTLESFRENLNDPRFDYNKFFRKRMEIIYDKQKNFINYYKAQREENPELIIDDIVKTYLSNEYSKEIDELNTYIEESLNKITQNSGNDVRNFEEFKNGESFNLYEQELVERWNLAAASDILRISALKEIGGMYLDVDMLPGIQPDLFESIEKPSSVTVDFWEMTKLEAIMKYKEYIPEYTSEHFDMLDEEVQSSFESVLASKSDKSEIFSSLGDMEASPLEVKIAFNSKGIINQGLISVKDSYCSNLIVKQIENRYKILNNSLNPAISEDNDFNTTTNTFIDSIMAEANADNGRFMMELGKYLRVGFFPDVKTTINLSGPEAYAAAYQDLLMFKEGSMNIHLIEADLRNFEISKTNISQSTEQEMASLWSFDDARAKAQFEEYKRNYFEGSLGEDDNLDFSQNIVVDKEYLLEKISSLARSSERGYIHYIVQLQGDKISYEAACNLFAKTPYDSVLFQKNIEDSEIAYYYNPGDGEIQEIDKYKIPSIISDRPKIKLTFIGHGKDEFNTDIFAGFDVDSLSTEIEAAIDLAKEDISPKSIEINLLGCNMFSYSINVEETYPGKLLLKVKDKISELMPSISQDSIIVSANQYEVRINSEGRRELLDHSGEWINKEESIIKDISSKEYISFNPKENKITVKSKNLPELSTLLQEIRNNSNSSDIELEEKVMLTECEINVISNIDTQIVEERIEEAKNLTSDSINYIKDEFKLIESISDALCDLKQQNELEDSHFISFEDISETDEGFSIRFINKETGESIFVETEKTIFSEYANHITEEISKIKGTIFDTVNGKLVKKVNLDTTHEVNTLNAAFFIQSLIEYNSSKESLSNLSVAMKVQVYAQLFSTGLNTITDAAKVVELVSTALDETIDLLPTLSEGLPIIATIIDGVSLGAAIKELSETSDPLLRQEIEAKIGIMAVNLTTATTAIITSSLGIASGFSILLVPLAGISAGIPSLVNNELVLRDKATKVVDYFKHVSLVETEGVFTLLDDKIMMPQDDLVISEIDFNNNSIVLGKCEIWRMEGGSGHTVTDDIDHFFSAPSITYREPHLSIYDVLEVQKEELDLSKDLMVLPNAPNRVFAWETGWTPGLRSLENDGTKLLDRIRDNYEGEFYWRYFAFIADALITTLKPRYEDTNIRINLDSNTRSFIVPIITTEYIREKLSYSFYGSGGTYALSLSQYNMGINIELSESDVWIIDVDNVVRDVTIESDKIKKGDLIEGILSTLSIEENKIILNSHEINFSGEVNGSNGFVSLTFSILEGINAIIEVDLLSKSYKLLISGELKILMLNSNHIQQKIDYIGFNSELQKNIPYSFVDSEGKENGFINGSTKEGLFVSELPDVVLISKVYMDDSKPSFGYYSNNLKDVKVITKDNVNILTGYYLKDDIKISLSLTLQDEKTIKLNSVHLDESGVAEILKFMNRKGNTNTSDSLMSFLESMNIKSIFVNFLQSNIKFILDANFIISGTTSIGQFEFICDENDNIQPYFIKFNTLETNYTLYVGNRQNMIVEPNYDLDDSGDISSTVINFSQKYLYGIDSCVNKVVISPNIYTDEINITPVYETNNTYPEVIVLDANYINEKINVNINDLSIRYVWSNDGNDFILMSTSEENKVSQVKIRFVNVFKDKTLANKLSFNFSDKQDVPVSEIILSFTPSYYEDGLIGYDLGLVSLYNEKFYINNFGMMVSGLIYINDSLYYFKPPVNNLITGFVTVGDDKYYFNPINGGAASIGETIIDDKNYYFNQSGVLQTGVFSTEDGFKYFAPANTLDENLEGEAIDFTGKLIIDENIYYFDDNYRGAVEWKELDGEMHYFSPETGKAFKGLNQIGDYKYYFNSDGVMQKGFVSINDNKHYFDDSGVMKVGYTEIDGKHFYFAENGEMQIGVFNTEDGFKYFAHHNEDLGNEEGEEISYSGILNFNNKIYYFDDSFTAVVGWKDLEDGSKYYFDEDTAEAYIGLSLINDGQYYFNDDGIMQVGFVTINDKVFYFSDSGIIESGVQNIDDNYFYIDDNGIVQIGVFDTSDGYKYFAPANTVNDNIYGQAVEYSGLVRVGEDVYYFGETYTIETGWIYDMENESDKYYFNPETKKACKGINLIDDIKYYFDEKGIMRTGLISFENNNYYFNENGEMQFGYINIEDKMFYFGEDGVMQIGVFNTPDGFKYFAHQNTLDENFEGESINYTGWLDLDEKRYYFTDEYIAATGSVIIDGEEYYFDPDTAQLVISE
Y pestis TopoI = inhibitors of Yersinia pestis topoisomerase I. Y. pestis Topo-I cleavage product accumulation, plate reader. activity, % at 10 µM. actives 0.064% (n = 360,000). AID 504884; in the data active = activity above about 50%, passing the limit was not always enough; note: inactives centre near 2
MazF activator = MazEF (E. coli) toxin RNase activation; P0AE70; activation, % at 20 µM; actives 0.32% (n = 350,000); FAM/BHQ RNA-DNA oligo cleavage fluorescence, 5 h; in the data active = activation above about 50%
Anthrax LF prot = blocks Bacillus anthracis lethal factor protease; actives 0.12% (n = 360,000); inhibition, % at 10 µM; P15917; multiplex microsphere protease cleavage assay, LF; in the data active = inhibition above about 30%; note: plate controls were buffer without enzyme for full effect and enzyme alone for no effect
PfHsp40 yeast = rescue of PfHsp40-mediated yeast toxicity; S. cerevisiae expressing PfHsp40, growth rescue, ATP luminescence; growth rescue, % at 12.5 µM; actives 0.68% (n = 340,000); in the data active = growth rescue above about 28%, passing the limit was not always enough;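 note: yeast W303a lacking pdr1 and pdr3 grown in galactose medium; growth measured after three days at 30 °C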
Rv3671c protease = Rv3671c (M. tuberculosis) protease inhibition. P9WHR9. inhibition, % at 5.96 µM. actives 0.048% (n = 320,000). AID 2606; in the data active = inhibition above about 38%;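 note: extracellular domain of Rv3671c used as enzyme; 0% = enzyme with DMSO and 100% = no enzyme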
3CLpro inhibitor = SARS-CoV 3CLpro protease inhibition | recombinant SARS-CoV 3CLpro, quenched FRET peptide cleavage | AID 1706 | inhibition, % at 6 µM | actives 0.14% (n = 290,000); in the data active = inhibition above about 12%
VHR inh abs = inhibitors of human VHR1 phosphatase (DUSP3); actives 0.52% (n = 290,000); P51452; recombinant VHR phosphatase, pNPP absorbance; AID 1654; inhibition, % at 13.3 µM; in the data active = inhibition above about 50%; note: some compounds called inactive have numbers as strong as hits
PriA SSB inh = inhibitors of Klebsiella pneumoniae PriA binding to SSB C-terminal tail. AlphaScreen SSBct-PriA binding, biotinylated peptide. inhibition, % at 33 µM. actives 0.6% (n = 430,000). AID 1272365; in the data active = inhibition mostly above about 37%, no sharp cut-off; inactive = mostly below about 20%;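 note: plate controls were negative control peptide for no effect and reference peptide for full effect; strong numbers were not always called active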
BH1578 lux ind = induces V. cholerae light production without autoinducers; AID 588436; actives 0.16% (n = 350,000); activation, % at 18.7 µM; V. cholerae BH1578 lux reporter, luminescence, 6 h; in the data active = activation mostly above about 9.7%, no sharp cut-off; note: not every result past the cut was called active; inactives centre near 0; reference of the scale not given here
Numbers without * were called inactive; & = joins results of further samples. Not all compounds are listed; count on the stated rates, not on these rows.

Screening CC(C)CCNC(=O)c1ccc2nc[nH]c2c1 returned Y pestis TopoI -2, MazF activator 4, Anthrax LF prot -7, PfHsp40 yeast 0.7, Rv3671c protease -8, 3CLpro inhibitor 3, VHR inh abs -6, PriA SSB inh -11 and BH1578 lux ind inactive.
`N#Cc1ccc(CSc2nnc(-c3cccnc3)o2)cc1` gave TcdB GH inh 1.1, Y pestis TopoI -2, MazF activator -3, Anthrax LF prot -3, PfHsp40 yeast -0.4, Rv3671c protease 4, 3CLpro inhibitor 1, VHR inh abs 16, PriA SSB inh 4 and BH1578 lux ind inactive.
COc1ccc(C2CC(=O)c3cnc(NC(=O)c4ccco4)nc3C2)cc1 (stereo not given) was read as TcdB GH inh 0.3, Y pestis TopoI 2, MazF activator 9, Anthrax LF prot 0, PfHsp40 yeast 1.6, Rv3671c protease 0, 3CLpro inhibitor -11, VHR inh abs 7, PriA SSB inh 3 and BH1578 lux ind inactive.
For Cc1ccc(S(=O)(=O)N2CCCCC2)cc1NC(=O)CSc1nnnn1C the results were TcdB GH inh 1.1, Y pestis TopoI 3, MazF activator -14, Anthrax LF prot 0, PfHsp40 yeast 2.0, Rv3671c protease 4, 3CLpro inhibitor 2, VHR inh abs 15, PriA SSB inh 4 and BH1578 lux ind inactive.
Screening Cn1c(NC(=O)c2ccccc2)nc2ccccc21 returned TcdB GH inh 0.4, Y pestis TopoI -2, MazF activator 4, Anthrax LF prot -4, PfHsp40 yeast -0.4, Rv3671c protease 9, 3CLpro inhibitor 2, VHR inh abs 12, PriA SSB inh -7 and BH1578 lux ind 0.9.
Screening COc1ccc(OC)c2sc(NC(=O)CCS(=O)(=O)c3ccccc3)nc12 returned TcdB GH inh 0.8, Y pestis TopoI 21, MazF activator 12, Anthrax LF prot 4, PfHsp40 yeast 0.6, Rv3671c protease 11, 3CLpro inhibitor -2, PriA SSB inh -1&-5 and BH1578 lux ind 0.0.
For CCN(CC)C(=O)c1sc(NC(=O)c2ccco2)c(C#N)c1C the results were Y pestis TopoI 18, MazF activator 9, Anthrax LF prot -3, PfHsp40 yeast -2.0, Rv3671c protease -12, 3CLpro inhibitor 1, VHR inh abs 13, PriA SSB inh -4 and BH1578 lux ind -0.4.
For CCn1c(SCC(=O)c2ccc(O)c(O)c2)nnc1-c1ccccc1 the results were Y pestis TopoI 1, MazF activator 1, Anthrax LF prot -1, PfHsp40 yeast -0.2, Rv3671c protease -7, 3CLpro inhibitor -3, VHR inh abs 1, PriA SSB inh -2 and BH1578 lux ind inactive.
COc1ccc(-c2n[nH]c(C)c2-c2ccccc2OC)c(O)c1 was read as TcdB GH inh 3.4, Y pestis TopoI 7, MazF activator 4, Anthrax LF prot 7, PfHsp40 yeast 2.3, Rv3671c protease 5, 3CLpro inhibitor 0, VHR inh abs 21, PriA SSB inh -2 and BH1578 lux ind inactive.
For CC(C)(C)NC(=O)C(=O)NNC(=O)c1cccc([N+](=O)[O-])c1 the results were TcdB GH inh 0.5, Y pestis TopoI 7, MazF activator -2, Anthrax LF prot -7, PfHsp40 yeast -0.8, Rv3671c protease -4, 3CLpro inhibitor 0, VHR inh abs 30, PriA SSB inh -9 and BH1578 lux ind -1.6.
For COCCNc1nc2c(-c3cccc(C(F)(F)F)c3)nnn2c2ccccc12 the results were TcdB GH inh 0.0, Y pestis TopoI 1, MazF activator -13, Anthrax LF prot 3, PfHsp40 yeast 2.4, Rv3671c protease -14, 3CLpro inhibitor -1, VHR inh abs 6, PriA SSB inh -7 and BH1578 lux ind -1.1.
For CS(=O)(=O)c1ccc2nc(NC(=O)c3cccs3)sc2c1 the results were Y pestis TopoI 0, MazF activator 8, Anthrax LF prot 2, PfHsp40 yeast -3.0, Rv3671c protease -6, 3CLpro inhibitor -6, VHR inh abs -8, PriA SSB inh -7 and BH1578 lux ind -0.3.
`CCCCC(O)(CCCC)C(=O)NN(C(=O)OC)c1ccccc1` gave TcdB GH inh -0.5, Y pestis TopoI -3, MazF activator 7, Anthrax LF prot -4, PfHsp40 yeast -0.9, Rv3671c protease 6, 3CLpro inhibitor 0, VHR inh abs -4, PriA SSB inh -3 and BH1578 lux ind 1.4.
For Cc1ccc(S(=O)(=O)N2CCSCCSCCSCCSCC2)cc1 the results were TcdB GH inh 0.0, Y pestis TopoI 10, MazF activator 5, Anthrax LF prot -3, PfHsp40 yeast -1.6, PriA SSB inh -10 and BH1578 lux ind inactive.
O=C(CS(=O)(=O)c1ccccc1)Nc1ccc(S(=O)(=O)Nc2ccccn2)cc1 was read as TcdB GH inh 1.5, Y pestis TopoI 2, MazF activator 8, Anthrax LF prot 2, PfHsp40 yeast 1.5, Rv3671c protease -2, 3CLpro inhibitor 3, VHR inh abs 18, PriA SSB inh -6 and BH1578 lux ind -0.3.
O=C(c1ccccc1NS(=O)(=O)c1ccc(Cl)cc1)N1CCc2ccccc21 was read as TcdB GH inh 0.8, Y pestis TopoI 21, MazF activator 0, Anthrax LF prot -2, PfHsp40 yeast 2.0, Rv3671c protease 2, 3CLpro inhibitor -1, VHR inh abs 8, PriA SSB inh -10 and BH1578 lux ind -0.3.
`Cc1nc(Nc2ccccc2Cl)sc1C(=O)Nc1ccccc1` gave TcdB GH inh -0.1, Y pestis TopoI -2, MazF activator 4, Anthrax LF prot -2, PfHsp40 yeast 1.4, Rv3671c protease 2, 3CLpro inhibitor 3, VHR inh abs 15, PriA SSB inh -13 and BH1578 lux ind -0.2.
`Cc1nc([N+](=O)[O-])c(Br)n1CC(=O)c1ccc(Cl)cc1` gave Y pestis TopoI -5, MazF activator 5, Anthrax LF prot 0, PfHsp40 yeast -1.5, Rv3671c protease -1, 3CLpro inhibitor -1, VHR inh abs 2, PriA SSB inh -3 and BH1578 lux ind 5.3.
Screening C=CCSC1=NC(N)=C(C#N)C2(CCCCC2)C1C(N)=O (stereo not given) returned Y pestis TopoI 1, MazF activator 1, Anthrax LF prot -8, PfHsp40 yeast -1.0, Rv3671c protease -2, 3CLpro inhibitor 4, VHR inh abs 10, PriA SSB inh -9 and BH1578 lux ind -0.7.
CCN1CCN(c2nc3c(C)cccn3c(=O)c2/C=C(\C#N)S(=O)(=O)c2ccc(C)cc2)CC1 was read as Y pestis TopoI 17, MazF activator 4, Anthrax LF prot -3, PfHsp40 yeast -0.5, Rv3671c protease -3, 3CLpro inhibitor -1, VHR inh abs 25, PriA SSB inh 8 and BH1578 lux ind -0.2.
Screening C=CCn1c(CCSCc2ccc(OC)c(C)c2)n[nH]c1=S returned TcdB GH inh -0.9, Y pestis TopoI 7, MazF activator 3, Anthrax LF prot 2, PfHsp40 yeast 1.4, Rv3671c protease -10, 3CLpro inhibitor 3, VHR inh abs 1, PriA SSB inh 9 and BH1578 lux ind -0.6.
O=S(=O)(NC1CCCC1)c1cccc(S(=O)(=O)N2CCC(n3nnc4ccccc43)CC2)c1 was read as Y pestis TopoI 14, MazF activator -2, Anthrax LF prot 20, PfHsp40 yeast 3.0, Rv3671c protease -5, 3CLpro inhibitor 7, VHR inh abs -4, PriA SSB inh 12 and BH1578 lux ind -0.3.
For O=C(CCCC(=O)N1CCCC1)N1CCCC1 the results were TcdB GH inh 0.9, Y pestis TopoI -3, MazF activator -8, Anthrax LF prot -11, PfHsp40 yeast 1.3, Rv3671c protease 5, 3CLpro inhibitor 1, VHR inh abs 18, PriA SSB inh 1 and BH1578 lux ind inactive.
Screening CC1CC(C)(C)NC(=O)O1 (stereo not given) returned Y pestis TopoI -1, MazF activator -3, Anthrax LF prot 0, PfHsp40 yeast 0.2, Rv3671c protease 0, 3CLpro inhibitor 1, VHR inh abs 7, PriA SSB inh 1 and BH1578 lux ind 0.7.
For CCN1CCN(C(c2cccc(OC)c2)c2sc3nc(C)nn3c2O)CC1 (stereo not given) the results were Y pestis TopoI 5, MazF activator 1, Anthrax LF prot 0, PfHsp40 yeast -1.0, Rv3671c protease 5, 3CLpro inhibitor 1, VHR inh abs 13, PriA SSB inh -8 and BH1578 lux ind inactive.
For CC(C)Oc1ccc(C2CC(=O)N(Nc3ccc([N+](=O)[O-])cc3[N+](=O)[O-])C2=O)cc1 (stereo not given) the results were TcdB GH inh 0.0, Y pestis TopoI -16, MazF activator -10, Anthrax LF prot -3, PfHsp40 yeast 1.0, Rv3671c protease 1, 3CLpro inhibitor 5, VHR inh abs 1, PriA SSB inh -5 and BH1578 lux ind inactive.
O=C(c1ccccc1)C1CC1c1ccccc1 (stereo not given) was read as TcdB GH inh 1.1, Y pestis TopoI 0, MazF activator 2, Anthrax LF prot 4 and BH1578 lux ind inactive.
`O=C(COc1ccc(/C=N/NS(=O)(=O)c2ccccc2)cc1)Nc1ccc(F)cc1` gave Y pestis TopoI -12, MazF activator 2, Anthrax LF prot -2, PfHsp40 yeast 0.5, Rv3671c protease 0, 3CLpro inhibitor 5, VHR inh abs 21 and BH1578 lux ind 2.1.
`CC(C)c1ccc(NC(=O)COc2ccc(F)cc2C(=O)c2cnn(-c3ccccc3)c2)cc1` gave Y pestis TopoI -8, MazF activator -2, Anthrax LF prot 2, PfHsp40 yeast -0.5, Rv3671c protease 6, 3CLpro inhibitor 1, VHR inh abs 4, PriA SSB inh -19 and BH1578 lux ind inactive.
For Cc1cccc(CCNC(=O)C2CCC(CNS(=O)(=O)c3cccs3)CC2)c1 (stereo not given) the results were TcdB GH inh 0.2, Y pestis TopoI 28, MazF activator -4, Anthrax LF prot -4, PfHsp40 yeast -0.6, Rv3671c protease -3, 3CLpro inhibitor -1, VHR inh abs 21, PriA SSB inh -4 and BH1578 lux ind 0.5.
For Cn1c(-c2ccccc2)cc2c3no[n+]([O-])c3ccc21 the results were Y pestis TopoI -7, MazF activator 0, Anthrax LF prot -5, PfHsp40 yeast -0.7, Rv3671c protease -1, 3CLpro inhibitor -1, VHR inh abs 21, PriA SSB inh 0 and BH1578 lux ind inactive.
`Cc1cc(C)c2c(C)c(C(=O)Nc3c(C)n(C)n(-c4ccccc4)c3=O)oc2c1` gave TcdB GH inh -0.6, Y pestis TopoI 17, MazF activator -2, Anthrax LF prot 1, PfHsp40 yeast 0.8, Rv3671c protease 8, 3CLpro inhibitor 2, VHR inh abs -11, PriA SSB inh -4 and BH1578 lux ind -0.2.

Some of these compounds in order of length of the SMILES, rising.
Screening CC1CC(C)(C)NC(=O)O1 (stereo not given) returned Y pestis TopoI -1, MazF activator -3, Anthrax LF prot 0, PfHsp40 yeast 0.2, Rv3671c protease 0, 3CLpro inhibitor 1, VHR inh abs 7, PriA SSB inh 1 and BH1578 lux ind 0.7.
O=C(c1ccccc1)C1CC1c1ccccc1 (stereo not given) was read as TcdB GH inh 1.1, Y pestis TopoI 0, MazF activator 2, Anthrax LF prot 4 and BH1578 lux ind inactive.
For Cn1c(-c2ccccc2)cc2c3no[n+]([O-])c3ccc21 the results were Y pestis TopoI -7, MazF activator 0, Anthrax LF prot -5, PfHsp40 yeast -0.7, Rv3671c protease -1, 3CLpro inhibitor -1, VHR inh abs 21, PriA SSB inh 0 and BH1578 lux ind inactive.
`Cc1cc(C)c2c(C)c(C(=O)Nc3c(C)n(C)n(-c4ccccc4)c3=O)oc2c1` gave TcdB GH inh -0.6, Y pestis TopoI 17, MazF activator -2, Anthrax LF prot 1, PfHsp40 yeast 0.8, Rv3671c protease 8, 3CLpro inhibitor 2, VHR inh abs -11, PriA SSB inh -4 and BH1578 lux ind -0.2.
O=S(=O)(NC1CCCC1)c1cccc(S(=O)(=O)N2CCC(n3nnc4ccccc43)CC2)c1 was read as Y pestis TopoI 14, MazF activator -2, Anthrax LF prot 20, PfHsp40 yeast 3.0, Rv3671c protease -5, 3CLpro inhibitor 7, VHR inh abs -4, PriA SSB inh 12 and BH1578 lux ind -0.3.
